High-throughput results deposited in PubChem BioAssay by several laboratories.
V1R ag counter = V1a receptor agonism, counter-screen for OXTR agonists; P37288; CHO-V1R cells, Fluo-8 calcium fluorescence, agonist mode; 0% DMSO, 100% 3 nM vasopressin; activation, % at 3 µM; 320,000 compounds, 0.25% hits; AID 2797;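 active means activation above the mean activation of all tested compounds plus 3 SD, per screening run, cut at about 20% in these data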;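 further: signal is peak over basal fluorescence ratio across a 100 second FLIPR read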
Target sequence (P37288 whole entry, looked up): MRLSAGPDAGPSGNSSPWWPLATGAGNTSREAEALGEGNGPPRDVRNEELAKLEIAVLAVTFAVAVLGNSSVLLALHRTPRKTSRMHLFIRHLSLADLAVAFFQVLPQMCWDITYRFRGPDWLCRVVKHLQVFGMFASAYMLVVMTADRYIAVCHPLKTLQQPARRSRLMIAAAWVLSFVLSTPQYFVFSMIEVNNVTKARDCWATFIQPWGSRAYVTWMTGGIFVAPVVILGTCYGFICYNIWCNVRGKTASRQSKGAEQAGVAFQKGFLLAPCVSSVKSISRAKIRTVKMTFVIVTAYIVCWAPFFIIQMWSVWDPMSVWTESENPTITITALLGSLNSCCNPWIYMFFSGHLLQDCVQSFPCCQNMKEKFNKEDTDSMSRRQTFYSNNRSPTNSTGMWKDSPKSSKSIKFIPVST
MEKK2wt PB1 HTS = raises or lowers MEK5 binding to wildtype human MEKK2 PB1 domain; Q9Y2U5; bead flow cytometry, Alexa488-MEK5 binding to MEKK2 WT; actives lie on both sides; binding response (% of control), % at 10 µM; 290,000 compounds, 1.1% hits; AID 1531; in the data active means binding response below about 67% or above about 130%
GalR3 antagonist = blocks the human galanin receptor 3 | HEK293 GalR3-CNG cAMP membrane potential fluorescence; galR3 body fused to GalR1 C-terminus | inhibition, % at 3 µM | 360,000 compounds, 0.44% hits;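 active means inhibition above the screen-wide average plus 3 SD, cut at about 13% in these data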;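 further: forskolin and galanin both at EC90 stimulate the cells; cAMP rise reported by CNG channel membrane potential dye signal; 0% = forskolin plus galanin with DMSO and 100% = forskolin alone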
Target sequence (O60755 1-299 limits assumed): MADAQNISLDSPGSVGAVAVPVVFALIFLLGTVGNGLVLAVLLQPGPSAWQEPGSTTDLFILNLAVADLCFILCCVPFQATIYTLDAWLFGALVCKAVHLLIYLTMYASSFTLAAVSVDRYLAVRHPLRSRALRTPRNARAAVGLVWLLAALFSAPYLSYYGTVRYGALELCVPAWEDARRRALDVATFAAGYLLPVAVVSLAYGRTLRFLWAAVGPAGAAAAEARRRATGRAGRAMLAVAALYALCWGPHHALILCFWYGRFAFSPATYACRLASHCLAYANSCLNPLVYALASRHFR
OXTR potentiator = human OXTR potentiation. P30559. CHO-OTR cells, Fluo-8 calcium fluorescence, potentiator mode; 0% = oxytocin EC15, 100% = EC100. AID 2445. 320,000 compounds, 0.061% hits. activation, % at 3 µM;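 active means activation above that plate's cutoff, the mean activation of tested compounds plus 3 SD, cut at about 6.6% in these data, passing the limit was not always enough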;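 further: 100% uses oxytocin at 75 nM as the full agonist control; some results filed as inactive read as strong as hits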
Target sequence (P30559 whole entry, looked up): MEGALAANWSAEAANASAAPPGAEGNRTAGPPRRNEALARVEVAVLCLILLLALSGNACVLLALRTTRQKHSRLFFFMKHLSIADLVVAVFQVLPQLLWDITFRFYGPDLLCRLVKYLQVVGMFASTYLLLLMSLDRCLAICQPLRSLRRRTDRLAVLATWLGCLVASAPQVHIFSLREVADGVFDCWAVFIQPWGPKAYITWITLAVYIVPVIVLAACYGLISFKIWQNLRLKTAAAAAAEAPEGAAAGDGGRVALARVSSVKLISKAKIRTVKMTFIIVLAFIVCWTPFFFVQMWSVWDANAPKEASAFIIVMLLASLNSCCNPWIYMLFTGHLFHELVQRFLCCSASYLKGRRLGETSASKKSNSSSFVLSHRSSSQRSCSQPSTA
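Material: human OTR in CHO cells. Compound: 3.0 µM, one dose. Timing: compound 6 min at room temperature before oxytocin, 100 s read. Evaluation: % activation of max/min ratio relative to oxytocin controls. Replication: single well per compound, singlicate. Signal: Fluo-8 calcium dye fluorescence.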
OXTR agonist = activates the human oxytocin receptor; P30559; AID 2435; 320,000 compounds, 0.32% hits; activation, % at 3 µM; CHO-OTR cells, Fluo-8 calcium fluorescence; normalized: DMSO 0%, oxytocin 100%;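 active means activation above the mean of all tested compounds plus 3 SD, cutoff set per screening run, cut at about 20% in these data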;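 further: peak over basal fluorescence ratio from a 100 s FLIPR kinetic read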
GPR7 antag = human neuropeptides B/W receptor 1 antagonism; P48145; GPR7-expressing cells, fluorescence antagonist assay; inhibition, % at 4.4 µM; 290,000 compounds, 1.1% hits; AID 1861; in the data active means inhibition above about 16%, passing the limit was not always enough;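 further: cells stimulated with the agonist NPW; 0% = agonist with vehicle and 100% = vehicle without agonist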
MEKK2mut PB1 HTS = signal of MEK5 binding to mutant human MEKK2 PB1 domain; bead flow cytometry, Alexa488-MEK5 binding to MEKK2 mutant; percent response, % at 10 µM; 290,000 compounds, 0.35% hits; AID 1530; in the data active means percent response above about 24%, passing the limit was not always enough; further: inactives centre near 1; some results filed as inactive read as strong as hits
M18AAP inhibitor = blocks P. falciparum M18 aspartyl aminopeptidase | recombinant PfM18AAP, H-Glu-NHMec fluorogenic cleavage | inhibition, % at 7.35 µM | 290,000 compounds, 1.2% hits | AID 1822;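 active means inhibition above the campaign mean inhibition over all tested compounds plus 3 SD, cut at about 28% in these data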;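 further: 0% = plate median of test compound wells and 100% = 2 mM ZnCl2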
NALP1 inh = blocks the NALP1 inflammasome reconstituted in yeast; S. cerevisiae NALP1/ASC/caspase-1 growth, X-gal OD620, 72 h; inhibition, % at 10 µM; 280,000 compounds, 0.61% hits; in the data active means inhibition mostly above about 24%, no sharp cut-off; inactive means mostly below about 32%; further: some compounds called inactive have numbers as strong as hits
Starred values were filed as active, the others as inactive; . = no result given; [ ] = dose if it differs, or a comment.

SMILES	V1R ag counter	MEKK2wt PB1 HTS	GalR3 antagonist	OXTR potentiator	OXTR agonist	GPR7 antag	MEKK2mut PB1 HTS	M18AAP inhibitor	NALP1 inh
COc1cc(/C=N/N2CCOCC2)ccc1OCc1ccccc1	1.2	104	-1	-19	0.8	-8	0	-1	7
O=C(NCc1nc2ccccc2[nH]1)C1=C[C@@H](C2CCCCC2)C[C@@H](OCc2ccc(CO)cc2)O1	3.6	93	-7	-13	4.7	-5	-7	0	8
O=C(N/N=C/c1cc(O)ccc1Br)c1cccnc1	2.0	108	-12	-5	5.6	-10	1	14	18
CC(Oc1ccccc1Cl)C(=O)N1CCOCC1 (configuration not stated)	0.5	106	-1	2	-1.8	-5	1	-11	22
O=C(COc1ccc([N+](=O)[O-])cc1)NN=C1CCCC1	1.0	101	-3	0	-0.6	-9	3	-4	-6
Cn1c(CCN2CCOCC2)nc2cc(NC(=O)c3cccs3)ccc21	0.0	101	-2	-8	1.4	-6	0	0	-26
Cn1nnnc1SCC(=O)N1CCN(c2ccc(Cl)cc2)CC1	3.0	.	-7	-18	1.6	16*	.	6	-35
CCc1ccc(N=c2c([N+](=O)[O-])nn(-c3ccc4c(c3)OCCO4)n2O)cc1	-1.0	62	-4	-7	-2.2	1	-19	-3	19
COc1ccc2c(c1)cc1n2CCN=C1NN	0.3	100	1	-12	-1.1	11	-1	-15	6
CCN(CC)S(=O)(=O)c1ccc(NS(=O)(=O)c2cccs2)cc1	0.9	74	-4	1	0.1	-7	-14	-1	47
O=S(=O)(c1ccc(N2CCC(c3ccc(Cl)cc3)=N2)cc1)N(CCO)CCO	19	101	2	-21	8.8	-8	-1	-5	8
CCN1CCc2nc(NC(=O)c3cc(F)c(F)cc3Cl)sc2C1	0.1	81	-3	-6	0.3	3	-10	-5	-3
O=C(CCCC(=O)N(CC(=O)NC1CCCCC1)c1cccc(F)c1)Nc1ccccn1	0.0	94	-6	1	-0.1	-6	-4	1	-8
CCN(CC)c1ccc(/C=N/Nc2nc(C)cc(C)n2)cc1	-0.3	103	-1	-2	-2.1	-5	8	18	.
Cc1ccc(S(=O)(=O)N2CCC[C@H]2C(=O)OCC(=O)N2CCc3ccccc32)cc1	-0.8	.	-1	-3	-2.3	.	.	.	.
Cc1ccc(C2CC(=O)NC(SCc3ccccc3)=C2C#N)cc1 (configuration not stated)	4.7	100	2	-17	0.1	-2	3	2	10
CN(C(=O)c1cc(COc2c(F)cccc2F)on1)C1CCOC1 (configuration not stated)	1.6	94	-1	-14	-0.3	-8	-5	-4	12
O=C1CC(c2ccc3c(c2)OCCO3)Oc2ccc([N+](=O)[O-])cc21 (configuration not stated)	0.2	134*	0	-17	0.3	-10	17	5	-5
COC(=O)c1cc2ccc(OC)c(OC)c2c(=O)s1	1.5	98	-1	-3	-2.4	-8	4	4	.
COc1cc(C(=O)N2CCN(c3ccccc3O)CC2)ccc1OCC(=O)N1CCOCC1	1.6	.	-7	4	1.5	.	.	.	.
CCOC(=O)CSc1nc2ccccc2c(=O)n1CCCCCC(=O)NCc1ccco1	-0.4	95	-3	2	-0.2	-3	-3	-10	-8
CN(C)C=NC(=O)c1cc(C(=O)c2ccc(F)cc2)c[nH]1	0.6	100	-4	-6	0.1	-8	6	-10	10
N#C/C(=C(/O)COC(=O)c1ccc(C#N)cc1)c1nc2ccccc2s1	3.5	-1.0*[inhibitor]	2	-5	4.5	-3	0	7	11
Cc1ccc(N2CC(C(=O)Nc3c4c(nn3C(C)(C)C)CS(=O)(=O)C4)CC2=O)cc1C (configuration not stated)	0.2	98	0	-5	0.0	-1	1	8	14

Compounds from the list above containing an NH in an aromatic ring (two):
SMILES	V1R ag counter	MEKK2wt PB1 HTS	GalR3 antagonist	OXTR potentiator	OXTR agonist	GPR7 antag	MEKK2mut PB1 HTS	M18AAP inhibitor	NALP1 inh
O=C(NCc1nc2ccccc2[nH]1)C1=C[C@@H](C2CCCCC2)C[C@@H](OCc2ccc(CO)cc2)O1	3.6	93	-7	-13	4.7	-5	-7	0	8
CN(C)C=NC(=O)c1cc(C(=O)c2ccc(F)cc2)c[nH]1	0.6	100	-4	-6	0.1	-8	6	-10	10

(next part)
SMILES	V1R ag counter	MEKK2wt PB1 HTS	GalR3 antagonist	OXTR potentiator	OXTR agonist	GPR7 antag	MEKK2mut PB1 HTS	M18AAP inhibitor	NALP1 inh
CC(=O)c1cccc(OCC(=O)c2cc(C)n(-c3cc(C)on3)c2C)c1	7.5	105	-5	-19	8.4	-4	1	-20	5
O=C(NCCCN1CCOCC1)c1ccc(CS(=O)(=O)Cc2ccc(Cl)cc2)o1	0.1	97	-5	2	-0.1	13	-6	6	3
CCOC(=O)N1CCN(CCC(=O)Nc2ccccc2OC)CC1	0.0	104	-3	-2	0.6	-4	-2	4	-2
CC(CNC(=O)Cn1cnc2c(OCc3ccccc3)ncnc21)c1ccccc1 (configuration not stated)	2.1	.	1	5	0.0	.	.	.	.
O=C(NCCCO)c1nnc(Cc2c(F)cccc2Cl)o1	-0.2	100	-6	-5	0.7	3	12	-2	5
CCc1sc(C(=O)NCCCN2CCCC2=O)cc1Br	1.0	108	-1	2	0.2	-5	11	-5	8
Cc1c(C)n(Cc2ccc(F)cc2)c2ccc(C(=O)NCCCN3CCOCC3)cc12	2.5	117	-7	-9	3.6	-3	7	-14	21
CCn1c(=NC(=O)c2cccc(N3C(=O)CCC3=O)c2)sc2c(OC)ccc(OC)c21	1.3	98	.	-4	0.5	-17	9	1	12
Cc1cc(C)nc(SCC(=O)c2c(N)n(C)c(=O)n(C)c2=O)n1	-0.1	.	-4	9	0.7	3	.	4	11
Fc1ccccc1C1c2[nH]c3ccccc3c2CCN1CCCn1cccn1 (configuration not stated)	-1.1	109	-2	-6	-2.7	0	13	4	9
CCOC(=O)c1ccc(Nc2cc(C)nc(N3CCOCC3)n2)cc1	0.2	110	-2	-7	-0.6	-10	6	-3	8
Oc1ccc(Nc2nc(-c3ccccc3O)nc3ccccc23)cc1	.	102	-13	.	.	12	0	-11	-5
COc1ccc(Nc2cc(C(=O)NCCCN3CCOCC3)c3ccccc3n2)c(OC)c1	0.6	102	-3	-5	0.3	1	-1	-6	-22
O=C1CCCC2=C1C(c1ccsc1)CC(=O)N2c1nnc(SCc2ccccc2)s1 (configuration not stated)	.	95	-1	.	.	6	-1	0	23
CC[n+]1c(C)sc2c(C)cc(C)cc21	-0.6	98	0	-16	-1.6	-2	2	20	21
Cn1c(Cc2ccccc2)n[nH]c1=S	0.5	100	-3	1	0.9	-10	-1	30*	17
OC(COCC(F)(F)C(F)(F)C(F)(F)C(F)F)Cn1c2ccc(Cl)cc2c2cc(Cl)ccc21 (configuration not stated)	0.6	135	.	0	2.5	-7	53*	-2	43
O=C(NCCc1c[nH]c2ccccc12)c1cc(S(=O)(=O)N2CCCCC2)ccc1N1CCOCC1	1.9	99	1	-16	2.9	8	-5	-8	15
COc1cc(CNCCSc2nnnn2C)cc(Br)c1OCc1ccccc1	1.0	120	-6	-8	7.3	-3	15	-1	4
COc1cc(C(=O)Nc2c(C(=O)O)[nH]c3ccccc23)cc(OC)c1OC	.	100	-6	.	.	12	-4	5	-4
CC(NC(=S)Nc1ccccc1Cl)C(c1cccs1)N1CCCC1 (configuration not stated)	-0.6	98	-3	-6	-2.0	-7	-1	2	18
COc1ccc(NC(=O)COC(=O)CO/N=C(\C)c2ccc3c(c2)OCO3)cc1S(N)(=O)=O	-0.1	.	-1	-4	-0.6	.	.	.	.
Cc1c(Cl)cnc(NC(=O)COC(=O)C2CCCC2)c1Cl	3.3	.	-5	-6	-0.3	.	.	.	.
COCCNc1nc(N)c([N+](=O)[O-])c(NCCO)n1	-0.2	105	6	-6	-1.0	-7	2	-1	11
Cc1cc(C)c(C#N)c(SCC(O)CS(=O)(=O)Cc2ccccc2)n1 (configuration not stated)	1.1	91	-2	-13	4.7	-4	-4	2	20
Cc1nnc(C)c2c(C)n(-c3ccc(Br)cc3)c(C)c12	.	107	.	.	.	-6	10	2	-11
C=CCNC(=S)NNC(=O)c1cccn(Cc2ccc(Cl)cc2)c1=O	1.6	101	-1	-2	2.2	-2	9	3	-1
CCCCCc1ccc(-c2cn(Cc3ccc(C(=O)c4ccccc4)cc3)nn2)cc1	0.8	97	-4	-12	1.5	9	-9	-11	19
CSCCNC(=O)c1ccc(C(C)(C)C)cc1	-1.1	108	0	-3	-2.7	-12	3	0	12
C=CCOC(=O)C1=C(C)OC(N)=C(C#N)C1c1ccoc1 (configuration not stated)	8.8	102	-5	-4	8.3	-7	7	6	8
Cc1ccc([N+](=O)[O-])cc1NC(=S)NC(=O)c1c(Cl)cnn1C	.	96	0	.	.	-13	-4	5	30
Nc1ccc(/C=C/C(=O)c2cccs2)cc1	15	92	-8	-16	19	14	-9	5	-1
CCN(Cc1ccccc1)c1ccc(/C=N/NC(=S)NC(C)C)cc1	-0.5	82	-7	-6	-2.0	-6	-1	5	.
CN(CC(=O)Nc1cccnc1)S(=O)(=O)c1ccccc1	0.8	103	-5	-5	0.4	3	6	-11	5
Fc1ccc(C2CC(c3ccco3)=Nc3ccccc3S2)cc1 (configuration not stated)	-0.4	107	-4	2	-2.0	1	4	27	-9
O=C(O)CN1C(=O)/C(=C\c2ccccc2OCc2ccc(F)cc2)SC1=S	0.2	105	5	1	-1.0	-20	10	1	7
Cc1ccc(C)c(N2CCN(C(=O)CCNC(=O)Cn3ccc4ccccc4c3=O)CC2)c1	3.1	92	-3	0	-0.1	-1	-2	-8	2
Cc1ccc(-c2nc(CS(=O)(=O)CC(=O)NCCCN(Cc3ccccc3)C(C)C)c(C)o2)cc1	2.7	107	-3	-14	-1.0	26	-1	-2	18
COc1ccc(C(=O)O)cc1S(=O)(=O)Nc1ccccc1Cc1ccccc1	.	97	-8	.	.	5	-3	-2	1
CCN(CC(=O)NCc1ccc(F)cc1)C(=O)/C=C/c1ccc(OC)cc1	-0.2	102	-8	-2	0.2	-10	2	-12	13
O=C(CSc1nnc(Nc2ccccc2F)s1)NC1CC1	-0.5	.	-6	-1	-0.2	.	.	.	.
Cc1ccc(S(=O)(=O)N2[C@@H](c3ccc(C(C)(C)C)cc3)C(C(=O)O)=CC[C@H]2c2ccc(C(C)C)cc2)cc1	-1.0	.	-5	-10	-0.4	.	.	.	.
Cc1ccc(Sc2ncccc2C(=O)NCC(c2ccc(F)cc2)N2CCOCC2)c(C)c1 (configuration not stated)	0.6	.	-3	-5	-0.1	.	.	.	.
O=C(c1ccc2c(c1)OCCO2)N1CCN(c2ccc([N+](=O)[O-])cc2)CC1	2.2	79	.	-4	1.1	-7	-16	8	5
O=C(O)c1ccccc1NS(=O)(=O)c1ccc2c(c1)OCCO2	0.6	97	-5	-3	0.4	-13	-7	-1	-7
O=C(c1ccc(=O)n(Cc2ccccc2)n1)N1CCN(C/C=C/c2ccccc2)CC1	8.8	105	-2	-20	7.5	5	4	1	11
Nc1ccc(-n2c(N)c(C(=O)NCc3ccc4c(c3)OCO4)c3nc4ccccc4nc32)cc1	1.5	100	-3	-9	3.4	10	0	-3	.
Cc1ccc(Cl)c(OCC(=O)NCc2ccco2)c1	-0.1	112	-4	-1	-0.9	7	7	3	16
CC1CCN(C(=O)CN2C(=O)NC(C)(c3ccc4ccccc4c3)C2=O)CC1 (configuration not stated)	2.9	.	-2	-3	4.6	.	.	.	.
